Cneo AK release: Cryptococcus neoformans lysis via adenylate kinase release. C. neoformans lysis, adenylate kinase release luminescence, 4 h; normalised: neutral wells 0, clomiphene wells 100. hit rate 0.2% among 360,000. lysis activity, % at 15 µM;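 active = mean lysis activity across replicates of at least 80%, whatever share of replicates individually reach that level; inactive = mean lysis activity below 80%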
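Assay system: Cryptococcus neoformans yeast cells / Dosing: single-point compound dose / Timing: 4 h at 37 °C static, read 1 h later / Measured by: luminescence of released adenylate kinase using an AK detection reagent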
Statin myotox sup: suppression of simvastatin myotoxicity; C2C12 myotubes + simvastatin, ATP luminescence, 48 h; scaled: DMSO 0, geranylgeraniol control 100; rescue of ATP level, % at 7.49 µM; hit rate 0.78% among 330,000;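 active = mean ATP rescue above about 67%, or every replicate alone reaching that limit, limit read from the data, passing the limit was not always enough; inconclusive = no clear call, values can overlap the other calls; inactive = mean under the limit and some replicate under it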;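 also: myotubes were challenged with 10 µM simvastatin during compound exposure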
PGC1a acetyl inh: PGC1a acetylation modulation, inhibitor mode. inhibition, % at 15.6 µM. AID 651687. hit rate 0.17% among 350,000. U2OS PGC1a acetylation, AlphaScreen anti-acetyl-lysine; with virally co-expressed GCN5 acetyltransferase;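 active = every replicate shows inhibition of at least 40%; inconclusive = mean inhibition at least 40% but some replicate below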;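 also: 0% = neutral control wells and 100% = positive control wells; some results beyond the cut were filed as inactive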
PAX8 reporter: inhibitors of PAX8 transcriptional activity in RMG-I cells. RMG-I TPO-luciferase reporter, SteadyGlo, 24 h. inhibition, % at 12.6 µM. hit rate 1.2% among 360,000. AID 652154;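 active = mean replicate inhibition at least 60% with every replicate also reaching 60%; inconclusive = only one of the two criteria is met; inactive = mean below 60% and not all replicates reaching 60%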;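 also: luciferase light reporting Pax8 driven TPO promoter activity; plate controls were median of neutral control wells for no effect and mitoxantrone controls for full effect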
ARNT-TACC3 inh: ARNT/TACC3 interaction disruption; Q9Y6A5; AID 623870; hit rate 0.66% among 390,000; inhibition, % at 9.99 µM; AlphaScreen His-ARNT PAS-B/GST-TACC3 binding, luminescence; TACC3 fragment carries E629A point mutation;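 active = mean inhibition of replicates at least 50% and at least half of replicates each reaching 50%; inconclusive = half or more replicates reach 50% but mean below 50%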;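 also: 0% = complete ARNT plus TACC3 wells and 100% = ARNT alone without TACC3; many hits fall short of the cut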
INS-1E GSIS act: primary screen for activators of insulin secretion dependent on glucose, INS-1E cells, GLuc reporter luminescence | INS-1E GLuc reporter insulin secretion, 2-3 h | activation, % at 16.6 µM | hit rate 0.61% among 370,000 | AID 743287;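 active = lowest replicate activation of at least 40%, so every replicate reaches that level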;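 also: 0% = median of neutral control wells and 100% = median of IBMX positive control wells; some compounds called inactive have numbers as strong as hits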
LGR2 inh: blocks bursicon-induced cAMP signaling via Drosophila LGR2; HEK293 LGR2, CRE-luciferase, bursicon-stimulated, 4 h; AID 720647; hit rate 0.35% among 380,000; inhibition, % at 9.99 µM;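 active = drop in luminescence signal, shown as inhibition above about 50% in the replicate tests, limit read from the data, passing the limit was not always enough; inconclusive = probably only some replicates passing the limit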;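 also: agonist challenge used bursicon conditioned medium at about half maximal strength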
PglD DTNB: inhibitors of Campylobacter jejuni PglD acetyltransferase; hit rate 0.098% among 360,000; AID 602405; purified PglD enzyme, DTNB colorimetric CoA detection; inhibition, % at 12.5 µM; in the data active = inhibition above about 16%, passing the limit was not always enough; inconclusive = no clear call, values can overlap the other calls; also: strong numbers were not always called active
An asterisk follows results filed as active.

Screening O=S(=O)(Nc1ccc2ccccc2n1)c1ccccc1 returned Cneo AK release 0, Statin myotox sup 11, PAX8 reporter -19, ARNT-TACC3 inh -4, INS-1E GSIS act -1, LGR2 inh 3 and PglD DTNB 0.
Screening CC(=O)c1c(N2CCN(c3cccc(Cl)c3)CC2)nc(=S)n(-c2ccccc2)c1C returned Cneo AK release 1, Statin myotox sup -13, PGC1a acetyl inh -1, ARNT-TACC3 inh 1, INS-1E GSIS act -11, LGR2 inh 17 and PglD DTNB 5.
For COc1ccc(-c2ccnc3nc(Sc4ncc(C(F)(F)F)cc4Cl)nn23)cc1 the results were Cneo AK release 17, Statin myotox sup 14, PGC1a acetyl inh 10, ARNT-TACC3 inh 2, INS-1E GSIS act -3, LGR2 inh 3 and PglD DTNB -1.
`O=C(NCC[C@@H]1CC[C@H](NC(=O)C2CCC2)[C@H](CO)O1)c1cc(Cl)cc(Cl)c1` gave Cneo AK release -1, Statin myotox sup 0, PGC1a acetyl inh -3, PAX8 reporter 1, ARNT-TACC3 inh -45, INS-1E GSIS act -8, LGR2 inh 20 and PglD DTNB 1.
For COc1ccc(-c2cnc3c(c2)C(=O)N([C@@H](C)CO)C[C@@H](C)[C@H](CN(C)Cc2cccnc2)O3)cc1 the results were Cneo AK release 47, Statin myotox sup 24, PGC1a acetyl inh -4, ARNT-TACC3 inh -4, INS-1E GSIS act -4, LGR2 inh 22 and PglD DTNB 1.
For C[C@H](CO)N1C[C@H](C)[C@H](CN(C)C(=O)c2ccncc2)Oc2cc(-c3cccc(C#N)c3)ccc2S1(=O)=O the results were Cneo AK release -1, Statin myotox sup -17, PGC1a acetyl inh -1, PAX8 reporter 7, ARNT-TACC3 inh -2, INS-1E GSIS act 8, LGR2 inh -7 and PglD DTNB 5.
Screening C[C@H](CO)N1C[C@H](C)[C@@H](CN(C)S(=O)(=O)c2ccc(F)cc2)Oc2ccc(NS(C)(=O)=O)cc2CC1=O returned Cneo AK release 2, Statin myotox sup -26, PGC1a acetyl inh 11, PAX8 reporter -29, ARNT-TACC3 inh -1, INS-1E GSIS act 11, LGR2 inh -26 and PglD DTNB 1.
For C[C@@H]1CN([C@H](C)CO)C(=O)c2cc(NS(C)(=O)=O)ccc2O[C@@H](C)CCCCO[C@@H]1CN(C)C(=O)CCC(F)(F)F the results were Cneo AK release -1, Statin myotox sup 17, PGC1a acetyl inh 12, PAX8 reporter -11, ARNT-TACC3 inh -9, INS-1E GSIS act 9, LGR2 inh -12 and PglD DTNB 2.
`COc1ccc(CC(=O)OCC(=O)Nc2ccc(C(=O)Nc3ccc(OC)cc3)cc2)cc1` gave PAX8 reporter -7, ARNT-TACC3 inh 1, INS-1E GSIS act 17 and LGR2 inh 9.
For C[C@@H]1CCCCO[C@@H](CN(C)S(C)(=O)=O)[C@H](C)CN([C@@H](C)CO)C(=O)c2cc(NC(=O)NC3CCCCC3)ccc2O1 the results were Cneo AK release 0, Statin myotox sup -27, PGC1a acetyl inh -9, PAX8 reporter -7, ARNT-TACC3 inh -3, INS-1E GSIS act -2, LGR2 inh 9 and PglD DTNB 1.
`COc1ccccc1NC(=O)Cc1noc(CSc2nnc(C)n2C)n1` gave PAX8 reporter -8, ARNT-TACC3 inh -6, INS-1E GSIS act -14 and LGR2 inh 0.
C#CCOCCOCCOCCNc1nc(N2CCN(C(=O)[C@H](Cc3ccc(O)cc3)n3cc(C(N)CC(C)C)nn3)CC2)nc(N2CCN(C(=O)[C@H](CCC(=O)O)n3cc(C(N)[C@H](C)CC)nn3)CC2)n1 (some centres not stated) was read as Cneo AK release 1, Statin myotox sup 1, PGC1a acetyl inh -8, ARNT-TACC3 inh 7 and PglD DTNB -1.
CC1CC1C(=O)Nc1nc2ccc(Cl)cc2s1 (configuration not stated) was read as PAX8 reporter -61, ARNT-TACC3 inh -2, INS-1E GSIS act 3 and LGR2 inh -24.
`CCCCCn1c(=NC(C)=O)c(C#N)cc2c(=O)n3ccccc3nc21` gave Statin myotox sup 16, PGC1a acetyl inh 2, ARNT-TACC3 inh 0, INS-1E GSIS act 18 and LGR2 inh -15.
For C[C@@H]1CN([C@@H](C)CO)C(=O)c2cc(NC(=O)Nc3ccccc3)ccc2O[C@H]1CN(C)Cc1ccc(-c2ccccc2)cc1 the results were Cneo AK release -1, Statin myotox sup 1, PGC1a acetyl inh -5, PAX8 reporter 15, ARNT-TACC3 inh 1, INS-1E GSIS act 0, LGR2 inh -6 and PglD DTNB 1.
Screening O=C(N/N=C1/C(=O)c2cccc3cccc1c23)c1ccc(Cl)cc1 returned Cneo AK release -2, PGC1a acetyl inh -3, PAX8 reporter -10, ARNT-TACC3 inh 30 and PglD DTNB -1.
`Cc1cc(NC(=O)c2coc(=O)c(Br)c2)ccc1C(C)C` gave Cneo AK release 14, Statin myotox sup 13, PGC1a acetyl inh -1, PAX8 reporter -64, ARNT-TACC3 inh 0, INS-1E GSIS act -29, LGR2 inh 49 and PglD DTNB -3.
For C=CCn1c(-c2ccccc2)nc(=S)c2c1CC(C)(C)OC2 the results were Cneo AK release -3, Statin myotox sup -12, ARNT-TACC3 inh -3 and PglD DTNB -1.
For CCC(C)[C@H](NC(=O)Nc1ccc(S(N)(=O)=O)cc1)C(=O)OC (some centres not stated) the results were PGC1a acetyl inh 13, PAX8 reporter 11, ARNT-TACC3 inh 4, INS-1E GSIS act 7 and LGR2 inh -5.
For CC1CCN(CC(=O)NCc2ccco2)CC1 the results were Cneo AK release -15, Statin myotox sup -2, PGC1a acetyl inh -5, PAX8 reporter 0, ARNT-TACC3 inh -1, INS-1E GSIS act 8, LGR2 inh 25 and PglD DTNB -9.
Screening CC(=O)c1ccc(S(=O)(=O)N2CCC(NC(=O)Nc3cccc(F)c3)CC2)cc1 returned PGC1a acetyl inh 3, PAX8 reporter 13, ARNT-TACC3 inh 1, INS-1E GSIS act -25 and LGR2 inh inconclusive.
C[C@@H]1CN([C@@H](C)CO)C(=O)c2cc(-c3ccc(F)cc3)cnc2O[C@@H]1CN(C)CC1CCOCC1 was read as Cneo AK release -1, Statin myotox sup -5, PGC1a acetyl inh 3, PAX8 reporter 1, ARNT-TACC3 inh -3, INS-1E GSIS act 4, LGR2 inh -12 and PglD DTNB 0.
For CC(=O)c1ccc(NC(=O)CSc2nnc(C3CC3)n2C)cc1 the results were Cneo AK release 2, Statin myotox sup 6, PGC1a acetyl inh 1, PAX8 reporter 3, ARNT-TACC3 inh -9, INS-1E GSIS act 8, LGR2 inh -15 and PglD DTNB 7.
`O=C(Nc1ccccc1N1CCOCC1)c1cc(-c2ccncc2)nc2ccccc12` gave Cneo AK release 0, Statin myotox sup -49, PGC1a acetyl inh -7, PAX8 reporter 26, ARNT-TACC3 inh 4 and PglD DTNB -2.
For COCCn1c(Cc2ccccc2)nnc1SCC(=O)N1CCOCC1 the results were PGC1a acetyl inh 0, PAX8 reporter -14, ARNT-TACC3 inh 4, INS-1E GSIS act -10 and LGR2 inh -9.
For Cc1cccc2nc(COc3ccc4ccccc4c3Br)cn12 the results were PGC1a acetyl inh -3, PAX8 reporter -139, ARNT-TACC3 inh -10, INS-1E GSIS act 4 and LGR2 inh -80.
Screening O=C(CCCn1c(=O)oc2ccccc21)Nc1ccccc1 returned Cneo AK release -1, Statin myotox sup 6, ARNT-TACC3 inh -5, INS-1E GSIS act -8, LGR2 inh 11 and PglD DTNB -1.
COc1ccc(-c2cc(=O)[nH]c(N3CCN(Cc4ccccc4)CC3)n2)cc1 was read as Cneo AK release 1, Statin myotox sup 4, PGC1a acetyl inh 7, PAX8 reporter 7, ARNT-TACC3 inh -2, INS-1E GSIS act 15, LGR2 inh -3 and PglD DTNB 1.
CC(C)NC(=O)Nc1ccc2c(c1)C(=O)N([C@H](C)CO)C[C@@H](C)[C@H](CN(C)Cc1ccc(C(=O)O)cc1)OCCCC[C@H](C)O2 was read as Cneo AK release -3, PGC1a acetyl inh 7, PAX8 reporter 5, ARNT-TACC3 inh -9, INS-1E GSIS act 22, LGR2 inh 0 and PglD DTNB -2.
Screening C/C=C/c1ccc([C@@H]2[C@H](CO)N(C(=O)c3ccccn3)C23CN(CCC(F)(F)F)C3)cc1 returned PGC1a acetyl inh 4, PAX8 reporter 9, INS-1E GSIS act 1 and LGR2 inh 15.
For Cc1cc(C)n(-c2nnc(NCc3ccc(Cl)cc3)nn2)n1 the results were PGC1a acetyl inh -4, PAX8 reporter 11, ARNT-TACC3 inh -5 and INS-1E GSIS act -3.
O=C(CCC(=O)NCCO)NCCO was read as Cneo AK release 0, PAX8 reporter -8, ARNT-TACC3 inh -2, INS-1E GSIS act -2, LGR2 inh 0 and PglD DTNB 5.
CCNC(=O)C(=O)NCCc1ccc(Cl)cc1 was read as Cneo AK release -3, Statin myotox sup 6, PGC1a acetyl inh 7, ARNT-TACC3 inh -12, INS-1E GSIS act 14, LGR2 inh 7 and PglD DTNB 2.
For CC(=O)c1cccc(NC(=O)N2C3CCCC2CC(NC(=O)C2CC2)C3)c1 (configuration not stated) the results were Cneo AK release 0, Statin myotox sup 7, PAX8 reporter -1, ARNT-TACC3 inh -2, INS-1E GSIS act 4, LGR2 inh 1 and PglD DTNB 1.
`O=C(CSc1nnc(-c2cccs2)o1)NCC1CN(Cc2ccccc2)CCO1` (configuration not stated) gave Cneo AK release 7, Statin myotox sup 6, PGC1a acetyl inh -1, PAX8 reporter 1, ARNT-TACC3 inh -5 and PglD DTNB -3.
Screening CC1=C(CCN2CCN(C(C)C)C(CCO)C2)C(C)(C)CCC1 (configuration not stated) returned Cneo AK release -1, Statin myotox sup 7, PGC1a acetyl inh 10, PAX8 reporter 7, ARNT-TACC3 inh 0, INS-1E GSIS act -6, LGR2 inh -1 and PglD DTNB 3.
`O=C(COc1ccc(Cl)cc1Cl)Nc1ccc(CN2CCOCC2)cc1` gave Cneo AK release -1, Statin myotox sup 7, PGC1a acetyl inh 2, PAX8 reporter -21, ARNT-TACC3 inh -18, INS-1E GSIS act 0, LGR2 inh 0 and PglD DTNB -2.
Screening CCNC(=O)COc1ccc(Br)cc1Cl returned Cneo AK release 2, Statin myotox sup 12, PGC1a acetyl inh 0, PAX8 reporter -68, ARNT-TACC3 inh 30 and PglD DTNB -4.
Cc1cccc(CN2CCc3c([nH]c4ccccc34)C2CC(C)C)n1 (configuration not stated) was read as Cneo AK release -2, Statin myotox sup -1, PGC1a acetyl inh -13, PAX8 reporter 27, ARNT-TACC3 inh 5, INS-1E GSIS act -7, LGR2 inh 24 and PglD DTNB 0.
Screening CCCCn1c(N)c(N(CCOC)C(=O)CN2c3ccccc3CC2C)c(=O)[nH]c1=O (configuration not stated) returned PAX8 reporter 2, ARNT-TACC3 inh 6, INS-1E GSIS act -14 and LGR2 inh -19.
Screening O=C(NNC(=O)c1c(F)cccc1F)c1sccc1-n1cccc1 returned PAX8 reporter -5, ARNT-TACC3 inh -2, INS-1E GSIS act 1 and LGR2 inh -10.
For O=C(CCC(=O)N1CCCC(Nc2ccccc2)C1)c1ccc(F)cc1 (configuration not stated) the results were Cneo AK release 1, Statin myotox sup -11, PGC1a acetyl inh -4, PAX8 reporter -24, ARNT-TACC3 inh 7, INS-1E GSIS act 0, LGR2 inh 10 and PglD DTNB 0.
